Compound activity as filed in PubChem BioAssay.
West Nile antiviral – West Nile virus antiviral activity, cell-based, CPE readout (AID 1621); West Nile virus-infected cells, CPE inhibition; higher % means a stronger effect; CPE inhibition, % at 10 µM, or IC50 in µM where a hit was titrated; 0.02% of 290,000 active; in the data active means a potency from the dose series; inconclusive means CPE inhibition mostly from about 3.7% at the one dose, without a potency; inactive means the rest, 99 in 100 with CPE inhibition below about 2.2%; further: strong numbers were not always called active
TNAP activators – human TNAP enzyme activators, primary screen, biochemical, luminescent, no phosphate acceptor, uHTS (AID 1001); 0.03% of 200,000 active; one-dose activation fold at 20 µM; EC50 in µM for titrated hits; purified TNAP, luminescent activation assay, no phosphate acceptor; higher activation fold means a stronger effect; in the data active means activation fold from about 3, or a potency from the dose series; inactive means the rest, 99 in 100 with activation fold below about 1.6; further: many of its hits are not listed in these tables
RSV antiviral HEp-2 – inhibition of RSV-induced cytopathic effect – HEp-2 cells, primary 10 µM value included (AID 2391) | HEp-2 cells, RSV-induced CPE inhibition; higher % means a stronger effect | CPE inhibition, % at 10 µM; hits with a dose series show IC50 in µM | 0.13% of 310,000 active; in the data active means a potency from the dose series; inconclusive means CPE inhibition mostly from about 23% at the one dose, without a potency; inactive means the rest, 99 in 100 with CPE inhibition below about 21%; further: strong numbers were not always called active
CSM14.1 death rescue – rescue of cells from ER stress-induced death, primary screen, 384-well, CSM14.1, thapsigargin, ATP luminescence (AID 1222); 190,000 tested, under 10 active; CSM14.1 thapsigargin-induced death rescue, ATP luminescence; higher % means a stronger effect; cellular ATP content (survival), % at 20 µM; hits with a dose series show EC50 in µM;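 active means EC50 below 50 µM in the dose-response confirmation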;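 further: death triggered by thapsigargin at about 15 µM added after 2 h compound pretreatment; cell ATP read after overnight thapsigargin exposure of roughly 18 to 22 hours; normalized against plate controls of thapsigargin alone and 5% DMSO vehicle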
PMI inhibition – human PMI inhibitors, high substrate, primary screen, biochemical, fluorescence intensity, high mannose 6-phosphate (AID 1220) | recombinant PMI enzyme, coupled fluorescence intensity; higher % means a stronger effect | inhibition, % at 20 µM; hits with a dose series show IC50 in µM | 0.66% of 190,000 active
SV40 large T antigen – SV40 large T antigen inhibitors, biochemical (AID 1903). SV40 large T antigen ATPase/helicase inhibition assay; higher % means a stronger effect. inhibition, % at 20 µM, or IC50 in µM where a hit was titrated. 0.39% of 310,000 active; in the data active means a potency from the dose series; inconclusive means inhibition mostly from about 32% at the one dose, without a potency; inactive means the rest, 99 in 100 with inhibition below about 32%; further: strong numbers were not always called active
Ins promoter up – MIN6 insulin promoter up-regulation; MIN6 insulin promoter-GFP reporter, high-content imaging; active compounds read high; z-score at 5 µM; 0.3% of 190,000 active;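 active means z-score above 3 at 5 µM with at least 500 cells counted in the well; inconclusive means wells under 500 cells, flagged as cytotoxic or low count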
human PMI inhibition – inhibitors of human PMI, primary screen, biochemical, fluorescence intensity, coupled assay (AID 1209) | 0.42% of 190,000 active | purified PMI enzyme, coupled fluorescence intensity; higher % means a stronger effect | one-dose inhibition, % at 20 µM; IC50 in µM for titrated hits;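 further: plate controls were DMSO vehicle for no effect and wells lacking substrate for full effect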
PhoP inhibition – inhibitors of PhoP regulon expression, primary screen, Salmonella Typhimurium, GFP reporter (AID 1863). S. Typhimurium PhoP-regulated promoter GFP reporter, 4 h; higher % means a stronger effect. inhibition, % at 50 µM, or IC50 in µM where a hit was titrated. 0.16% of 300,000 active;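 active means inhibition over 29.93%, a cutoff 3 SD above the screen mean, later confirmed by dose response; inconclusive means inhibition over 29.93% but no dose response follow-up; inactive means inhibition at most 29.93% or unconfirmed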;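 further: 0% = low Mg2+ inducing control and 100% = high Mg2+ repressing control; strong numbers were not always called active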
Ins promoter up cell count – further read-out of Ins promoter up, marked with its call; cell count; measured here: cytotoxicity, nuclei count;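 total cells summed across four imaged fields per well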
Active calls of the source: *; u = inconclusive; x = not tested or not shown. Unless noted, no stated cut-off is given here; in the data, active means inhibition above about 50%; inactive means the rest.

SMILES	West Nile antiviral	TNAP activators	RSV antiviral HEp-2	CSM14.1 death rescue	PMI inhibition	SV40 large T antigen	Ins promoter up	Ins promoter up cell count	human PMI inhibition	PhoP inhibition
COCc1nnc(NC(=O)c2ccc(Cl)cc2[N+](=O)[O-])s1	0.5%	1.1	0.9%	-1.9%	-6%	18%	u	x	-4%	-9%
COc1ccccc1OCCn1cc(/C=C(\C#N)C(=O)NCc2cccs2)c2ccccc21	-0.6%	1.2	2.6%	1.4%	9%	15%	0.03	1190	21%	-7%
C/C(CC(=O)Nc1ccccn1)=N\NC(=O)c1ccc([N+](=O)[O-])cc1Cl	-0.4%	x	1.5%	x	x	29%	x	x	x	2%
CCCN1C(=O)c2cc(C(=O)Nc3ccccc3CC)ccc2C1O (centres undefined)	-0.3%	1.2	0.5%	2.9%	-3%	24%	-0.7	888	1%	0%
COC(=O)c1ccccc1NC(=O)Cn1cnc2c(cnn2-c2ccccc2)c1=O	0.2%	1	0.1%	0.3%	10%	4%	0.08	1242	0%	-5%
CCOC(=O)N1CCN(C(=O)CSCC(=O)Nc2nc(-c3ccc(-c4ccccc4)cc3)cs2)CC1	1.7%	1	1.4%	-0.2%	11%	5%	1.2	1064	11%	-2%
CCOc1ccc(/C=C/C(O)=C2/C(=O)N(C)C3(C)CC2c2ccccc2O3)cc1OC (centres undefined)	-0.2%	0.9	42%	-2.0%	-9%	5%	-0.48	933	-12%	-8%
O=S(=O)(/N=C(/NNS(=O)(=O)c1ccccc1)c1ccccc1)c1ccccc1	0.9%	1.1	-0.4%	-0.3%	1%	22%	x	x	-11%	-4%
O=C(O)CN1C(=O)C(=O)N(Cc2ccc(C(F)(F)F)cc2)C1=O	-0.3%	x	0.8%	x	x	8%	x	x	x	-7%
N#CC(C#N)=C/C=C(\Nc1ccc(Cl)cc1)c1ccc(Cl)cc1	-0.1%	x	x	x	x	22%	-0.3	1021	x	-5%
CC1(C)Cc2cccc(C(=O)Nc3ccc(Cl)cc3)c2O1	0.0%	x	13%	x	x	5%	-0.22	1405	x	-1%
Cc1ccc(Cl)cc1NC(=S)N(Cc1ccccc1)Cc1cccnc1	-1.2%	1.2	0.4%	0.9%	0%	5%	-0.84	1358	0%	-16%
O=C(CSc1nc2nccnc2c(=O)n1Cc1cccs1)Nc1ccccc1F	-1.0%	x	4.8%	x	x	4%	x	x	x	-1%
Cc1cc(NC(=O)CSc2nnc(-c3ccco3)n2CC2CCCO2)no1 (centres undefined)	-0.1%	1.1	-0.6%	-1.4%	-9%	17%	-0.25	1346	-6%	-6%
Cc1cccc(NC(=O)c2ccccc2O)c1C	-0.6%	1	0.5%	-1.9%	48%	4%	-0.02	1498	13%	-3%

In the list so far, two contain a thiophene ring, fused or not:
SMILES	West Nile antiviral	TNAP activators	RSV antiviral HEp-2	CSM14.1 death rescue	PMI inhibition	SV40 large T antigen	Ins promoter up	Ins promoter up cell count	human PMI inhibition	PhoP inhibition
COc1ccccc1OCCn1cc(/C=C(\C#N)C(=O)NCc2cccs2)c2ccccc21	-0.6%	1.2	2.6%	1.4%	9%	15%	0.03	1190	21%	-7%
O=C(CSc1nc2nccnc2c(=O)n1Cc1cccs1)Nc1ccccc1F	-1.0%	x	4.8%	x	x	4%	x	x	x	-1%

More structures follow:
SMILES	West Nile antiviral	TNAP activators	RSV antiviral HEp-2	CSM14.1 death rescue	PMI inhibition	SV40 large T antigen	Ins promoter up	Ins promoter up cell count	human PMI inhibition	PhoP inhibition
Cc1ccc(C)c(NC(=O)CCN2CCN(C)CC2)c1	0.4%	x	-0.3%	x	x	9%	x	x	x	-1%
CN(CC(=O)Nc1ccccc1N1CCOCC1)CC(=O)Nc1ccc(F)c(F)c1F	-1.4%	1.3	5.1%	x	1%	8%	0.98	1236	-1%	-14%
CN(C)S(=O)(=O)c1cccc(NC(=O)COC(=O)CNC(=O)c2cccc([N+](=O)[O-])c2)c1	0.8%	x	3.2%	x	x	8%	-0.29	1157	x	x
Nc1ccc(Sc2cnn(-c3ccccc3)c(=O)c2Cl)cc1	2.7%	1	2.8%	-1.2%	2%	3%	-0.42	1600	9%	-2%
O=C(CSc1nc2c(cnn2-c2ccccc2)c(=O)[nH]1)N1N=C(c2cccs2)CC1c1ccc(F)cc1 (centres undefined)	x	1.1	14%	-0.8%	7%	7%	-0.05	1204	5%	3%
NC(=O)CSc1nnc(-c2ccc(S(=O)(=O)N3CCCC3)cc2)n1CC1CCCO1 (centres undefined)	0.2%	1.1	-1.1%	-0.1%	11%	1%	-0.1	1227	6%	-8%
CN(C)CCCN(C(=O)c1cc2ccccc2oc1=O)c1nc2ccc(F)cc2s1	0.9%	0.9	2.8%	2.6%	0%	4%	1.1	1495	9%	-4%
CCC(=O)Nc1cccc(C(=O)OCc2cccc([N+](=O)[O-])c2)c1	-0.4%	1.1	x	1.3%	-2%	1%	-0.51	1252	4%	6%
CCN(CC)C(=O)Cn1nc(-c2ccccc2O)nc1SCC(=O)Nc1ccc(OC)cc1	-0.9%	1	0.6%	-4.1%	2%	1%	-0.3	1099	11%	2%
Cc1cccc(Nc2ccc([N+](=O)[O-])cn2)c1	-0.1%	x	4.2%	x	x	0%	x	x	x	11%
O=C(Nc1ccc(Cl)c([N+](=O)[O-])c1)c1ccc(NCCCN2CCOCC2)c([N+](=O)[O-])c1	-0.7%	0.9	-4.3%	-1.2%	4%	3%	-1.4	848	5%	-4%
Cc1[nH]n(-c2ccccc2)c(=O)c1C=Nc1ccc(S(=O)(=O)N=C(N)N)cc1	0.0%	x	-1.0%	x	x	15%	x	x	x	-11%
Nc1nc2nc(SCC(=O)N3CCCc4ccccc43)[nH]c2c(=O)[nH]1	0.5%	1.1	2.9%	-0.1%	-10%	3%	-0.21	1145	-9%	-8%
FC(F)(F)c1ccnc(Sc2n[nH]c(C(F)(F)F)n2)c1	0.5%	x	-0.2%	x	x	6%	x	x	x	-13%
CN(CCc1ccccn1)S(=O)(=O)c1ccc(F)cc1	0.0%	1.1	0.5%	0.3%	4%	1%	1.9	1328	6%	-18%
Brc1ccc(Oc2ncc(CN3CCOCC3)s2)cc1	-0.3%	1	17%	0.7%	6%	1%	x	x	2%	-1%
COC(=O)C1C2C=CC3(CN(Cc4cccs4)C(=O)C13)O2 (centres undefined)	0.1%	1.1	0.5%	-1.5%	-5%	8%	1.2	1051	-8%	9%
CCOC(=O)c1c(C)n(C)c2ccc(OC)c(NC(=O)CCN3CCSCC3)c12	0.2%	1.2	0.2%	-1.0%	-3%	6%	-0.13	887	-1%	-1%
O=C(O)CCCC(=O)Nc1cccc([N+](=O)[O-])c1	-0.2%	1.1	-0.1%	-1.1%	-10%	-11%	0.19	1264	-25%	-11%
CCc1c(C)nc(SCC(=O)c2ccc(C)c(C)c2)[nH]c1=O	0.1%	1.1	20%	-1.0%	-2%	2%	0.3	1219	2%	-4%
Cc1ccc(Nc2nc(N3CCOCC3)nc(N3CCOCC3)n2)cc1C	2.9%	x	11%	x	x	2%	x	x	x	2%
COc1ccc(-c2nnc(-c3cccnc3)o2)cc1	0.1%	1.1	0.2%	-1.8%	-5%	11%	0	1501	-6%	7%
CCn1c(=O)c(CCC(=O)NCC2CCCO2)c(C)c2c(C)nn(-c3ccccc3)c21 (centres undefined)	1.1%	x	6.0%	x	x	-1%	x	x	x	0%
Cc1[nH]c(=O)[nH]c(=O)c1S(=O)(=O)N1CCCC1	0.1%	1.1	0.2%	1.9%	0%	8%	0.24	1520	4%	5%
O=C(O)CCn1c(-c2ccccc2)cc2ccccc21	0.7%	1.1	-0.1%	-1.5%	6%	27%	0.33	1562	4%	-11%
CCCCN(C(=O)NC(=O)Nc1nc2ccc(OC)cc2s1)S(C)(=O)=O	0.7%	1	-3.0%	x	2%	4%	-0.03	996	8%	34%
COCCN(C(=S)Nc1cc(C)cc(C)c1)C(C)c1cccnc1 (centres undefined)	0.5%	1.1	0.1%	-1.9%	2%	11%	1.3	1383	27%	-13%
O=C1CC(Nc2ccccc2)C(=O)N1c1ccc(N2CCOCC2)cc1 (centres undefined)	0.1%	1	0.4%	-4.5%	-4%	7%	0.04	1184	0%	3%
CCN(CC)C(=O)C1CCCN(c2ccc([N+](=O)[O-])cc2/C=N/NC(=O)c2cccc([N+](=O)[O-])c2)C1 (centres undefined)	x	1	1.7%	-0.9%	4%	-2%	x	x	18%	1%
CN(Cc1ccccc1)CC(O)COc1ccc(CNCCOc2cccnc2)cc1 (centres undefined)	0.0%	1	-2.4%	-2.0%	-2%	0%	0.22	1466	1%	17%
Cc1ccc2sc(C)[n+](CCC(C)S(=O)(=O)[O-])c2c1 (centres undefined)	0.0%	1.1	0.1%	-1.5%	-11%	26%	x	x	1%	2%
CCOc1ccc(C(C)C)cc1S(=O)(=O)n1nc(C)cc1C	-0.1%	1.1	0.9%	0.2%	2%	14%	-1.5	1268	6%	-5%
CCn1nc(C(=O)Nc2ccc(C)c(C)c2)c(Cl)c1Cl	0.2%	1.1	0.4%	-2.3%	16%	-6%	0.38	1109	17%	1%
Cc1nnc(NC(=O)CSc2nc(N)c(NC(=O)c3cccs3)c(=O)[nH]2)s1	0.4%	x	1.0%	x	x	31%	x	x	x	1%
CC1CC2c3cccc(C(=O)O)c3C(=O)N2c2ccc(Cl)cc21 (centres undefined)	0.3%	1.1	0.6%	-0.7%	-5%	6%	-0.08	1375	-4%	-2%
CC(=O)c1cccc(NC(=O)CN(C)S(=O)(=O)c2ccccc2)c1	0.5%	1.1	1.4%	-0.7%	-5%	5%	0.62	1514	-3%	5%
CC(C)c1ccc(C(O)Cc2nc3ccccc3n2C)cc1 (centres undefined)	-1.1%	x	1.0%	x	x	11%	0.66	1089	x	-7%
CCc1ccc(N(C(=O)c2ccco2)C(C(=O)NC2CCCC2)c2ccco2)cc1 (centres undefined)	-0.4%	x	3.6%	x	x	7%	x	x	x	5%
COc1cccc(C(=O)/C=C/c2ccc(SC)cc2)c1	-0.4%	1	16%	-7.4%	20%	-5%	0.03	1607	16%	-4%
CC(=O)Oc1ccc2nc(/C=C/c3ccccc3)oc(=O)c2c1	0.0%	x	5.4%	x	x	4%	x	x	x	10%
Cc1nc(CC(=O)c2ccc(O)c(C)c2O)cs1	0.2%	x	0.9%	x	x	11%	0.11	1057	x	1%
CC(C)Oc1ccc(CNS(=O)(=O)c2csc(C(N)=O)c2)cc1	-0.5%	x	3.0%	x	x	8%	x	x	x	4%

Reformatted with values under each structure: part of the list above.
Value order: West Nile antiviral	TNAP activators	RSV antiviral HEp-2	CSM14.1 death rescue	PMI inhibition	SV40 large T antigen	Ins promoter up	Ins promoter up cell count	human PMI inhibition	PhoP inhibition
Cc1ccc(Cl)cc1NC(=S)N(Cc1ccccc1)Cc1cccnc1
    -1.2%	1.2	0.4%	0.9%	0%	5%	-0.84	1358	0%	-16%
O=C(CSc1nc2nccnc2c(=O)n1Cc1cccs1)Nc1ccccc1F
    -1.0%	x	4.8%	x	x	4%	x	x	x	-1%

No enrichment for hits; any-hit rate near 1.5%.
